# APP transl inh: APP translation inhibition. SH-SY5Y APP 5'UTR-luciferase reporter, luminescence. inhibition, % at 2 µM. 190,000 compounds, 0.82% hits;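 active = inhibition above a set limit, derived from the sample mean plus 3 SD, cut at about 45% in these data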; note: values of inactives mirror those of a sister screen read the other way
# Diaph act CS: diaphorase activation or chemical reduction counter-screen; 190,000 compounds, 0.005% hits; Diaphorase/resazurin coupled assay, resorufin fluorescence, 16 min; stronger effect = higher value; 1 = vehicle wells, 0 = NADH-free wells; AID 1229; activation factor at 20 µM;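 active = diaphorase activity raised at least twofold by the compound at 20 µM; inactive = activation factor below 2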
#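 Assay system: bacterial diaphorase enzyme (C. kluyveri) / Input: enzyme 0.07 U/mL final / Medium: 50 mM HEPES pH 7.4 with 4.542 mM MgCl2, 0.005% Tween 20 / Doses: single compound dose of 20 µM, 1% DMSO final / Incubation: 16 min enzyme reaction, ambient temperature / Signal: fluorescence, excitation 544 nm and emission 590 nm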
# STAT1 activator: STAT1 signaling activation | 200,000 compounds, 2.6% hits | NIH 3T3 STAT1-luciferase reporter, IFN-gamma, luminescence; 100% = IFN-gamma alone, no compound | AID 932 | activation (% of control), % at 5.5 µM;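 active = activation above the screen-wide mean activation plus 3 SD, cut at about 130% in these data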;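 note: raw ratio to IFN-gamma control signal so 100% means no change and 0% no light; values of inactives mirror those of a sister screen read the other way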
# NF-kB expr up: NF-kB expression increase, human neuronal cells. fold change at 12.5 µM. 190,000 compounds, 1.6% hits. AID 1239. NF-kB reporter expression; stronger effect = higher value; in the data active = fold change above about 3.3
# Diaph inh CS: counter-screen for diaphorase-based assays: diaphorase inhibitors and chemical oxidizers | diaphorase resazurin-to-resorufin fluorescence, NADH, 16 min; bacterial (C. kluyveri) enzyme, not human | inhibition, % at 20 µM | 190,000 compounds, 0.69% hits | AID 1217;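 active = primary screen inhibition at 20 µM above a set limit, cut at about 50% in these data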;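 note: plate controls were DMSO with full reaction for no effect and wells lacking NADH for full effect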
#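 controls = No-NADH positive control and DMSO neutral control | system = Clostridium kluyveri diaphorase enzyme | timing = reaction incubation of 16 min at room temperature | signal = resorufin fluorescence 544/590 nm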
# FLuc stim CS: firefly luciferase counter-screen for stimulation assays; P08659; ATPlite luciferase biochemical, luminescence, 10 min; 0 = ATP-free wells, 1 = DMSO control; activation factor at 10 µM; 200,000 tested, under 10 active;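 active = luciferase activation factor, scaled between plate controls, of at least 2 with compound at 10 µM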
#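 Assay system: Luciferase/luciferin detection reagent, cell-free biochemical luciferase assay / Also added: ATP substrate / Schedule: 10 min at ambient temperature / Measured by: luminescence measurement of luciferase light output / Benchmarks: low control with PBS replacing ATP, high control enzyme plus ATP without compound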
# G6PDH counter: L. mesenteroides G6PDH inhibition counter-screen. 200,000 compounds, 0.12% hits. AID 1020. Purified L. mesenteroides G6PDH, diaphorase/resazurin coupled fluorescence, 45 min. inhibition, % at 5 µM; in the data active = inhibition above about 50%
# FLuc inhib CS: Photinus pyralis luciferase inhibition counter-screen; 200,000 compounds, 1.5% hits; inhibition, % at 10 µM; ATPLite firefly luciferase biochemical luminescence, 10 min; P08659;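 active = inhibition above about 50% when tested at 10 µM, limit read from the data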
# TLR4 MyD88 comp: TLR4-MyD88 interaction inhibition in cells; O00206+Q99836; HeLa CL3-4 TLR4/MyD88 BLA complementation, FRET ratio; inhibition, % at 8.4 µM; 200,000 compounds, 0.18% hits; AID 861; in the data active = inhibition above about 25%;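 note: 0% = vehicle and 100% = reference inhibitor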
# Target sequence (O00206 whole entry, looked up): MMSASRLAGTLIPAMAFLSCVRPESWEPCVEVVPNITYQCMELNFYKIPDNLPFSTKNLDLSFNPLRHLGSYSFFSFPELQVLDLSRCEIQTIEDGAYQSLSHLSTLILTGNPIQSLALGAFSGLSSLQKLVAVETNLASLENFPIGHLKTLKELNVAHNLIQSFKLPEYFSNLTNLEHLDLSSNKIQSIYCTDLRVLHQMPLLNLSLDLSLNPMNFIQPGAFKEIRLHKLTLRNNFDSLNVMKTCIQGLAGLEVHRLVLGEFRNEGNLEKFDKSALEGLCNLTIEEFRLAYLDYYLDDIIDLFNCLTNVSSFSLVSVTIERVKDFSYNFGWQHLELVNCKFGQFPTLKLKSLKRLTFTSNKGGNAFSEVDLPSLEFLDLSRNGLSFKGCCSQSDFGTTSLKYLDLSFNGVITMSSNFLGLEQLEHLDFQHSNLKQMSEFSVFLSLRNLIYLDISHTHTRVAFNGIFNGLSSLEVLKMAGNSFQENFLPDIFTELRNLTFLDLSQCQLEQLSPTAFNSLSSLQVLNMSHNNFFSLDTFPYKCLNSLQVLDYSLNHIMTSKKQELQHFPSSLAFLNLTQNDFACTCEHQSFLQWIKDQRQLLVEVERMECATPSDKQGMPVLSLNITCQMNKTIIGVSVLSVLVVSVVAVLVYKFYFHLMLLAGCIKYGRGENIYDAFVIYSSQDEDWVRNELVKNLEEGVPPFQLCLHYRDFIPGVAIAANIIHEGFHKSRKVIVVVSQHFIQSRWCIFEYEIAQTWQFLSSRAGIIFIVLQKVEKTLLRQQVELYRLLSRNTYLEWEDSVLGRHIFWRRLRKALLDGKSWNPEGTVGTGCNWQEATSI
# Target sequence (Q99836 whole entry, looked up): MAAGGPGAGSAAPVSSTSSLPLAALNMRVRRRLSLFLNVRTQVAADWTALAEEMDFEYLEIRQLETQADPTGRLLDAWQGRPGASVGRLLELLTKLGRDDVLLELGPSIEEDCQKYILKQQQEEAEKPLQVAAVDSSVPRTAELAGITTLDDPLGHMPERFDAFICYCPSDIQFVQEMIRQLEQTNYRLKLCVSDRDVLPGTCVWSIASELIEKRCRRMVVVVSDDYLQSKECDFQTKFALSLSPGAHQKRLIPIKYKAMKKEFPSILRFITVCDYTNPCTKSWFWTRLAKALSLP
# APP 5'UTR act: activates APP 5'UTR luciferase reporter; 190,000 compounds, 1% hits; SH-SY5Y APP 5'UTR luciferase reporter, luminescence; zero percent = DMSO vehicle wells; activation, % at 2 µM;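 active = activation above a set limit, based on mean plus 3 SD of controls, cut at about 140% in these data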; note: values of inactives mirror those of a sister screen read the other way
# Active calls of the source: *; / = not tested or not shown. No enrichment for hits; any-hit rate near 5.6%.
# Each structure is followed by: APP transl inh	Diaph act CS	STAT1 activator	NF-kB expr up	Diaph inh CS	FLuc stim CS	G6PDH counter	FLuc inhib CS	TLR4 MyD88 comp	APP 5'UTR act
- CCC1(c2ccccc2)C(=O)NCNC1=O
    6	1	97	1.1	-1	1	3	1	-4	-6
- CCCCn1c(=O)[nH]c2nc3cc(N)ccc3nc2c1=O
    -45	0.3	123	0.75	67*	0.9	17	10	11	45
- Cn1c(CCCOc2ccc(Cl)cc2Cl)nnc1SCC(=O)Nc1nccs1
    7	0.8	99	1	16	0.9	1	6	-3	-7
- COCC(=O)Nc1ccc(-c2cn3cccnc3n2)cc1
    -9	1	107	1.7	1	0.9	0	8	4	9
- OCCOCCn1c2ccccc2c2ccccc21
    -4	0.8	96	0.87	20	1	14	-3	2	4
- O=C(CSc1nnc(CSc2nc3ccccc3s2)o1)NC1CCCCC1
    -8	0.9	93	1	14	1	5	1	4	8
- O=c1cnn([C@@H]2O[C@H](CO)[C@@H](O)[C@H]2O)c(=O)[nH]1
    -2	1	121	3.3	4	1	3	0	10	1
- O=C(Cc1ccc(-n2c(=O)[nH]c3ccsc3c2=O)cc1)NCc1cccnc1
    -3	1.1	100	1.1	-11	1	12	-1	1	3
- COc1cc(/C=C/c2ccc(O)cc2)cc(OC)c1
    /	0.9	/	/	14	0.9	7	14	/	/
- O=C(CSC1CC(=O)N(CC(c2ccccc2)c2ccccc2)C1=O)Nc1ccc(Cl)cc1 (centres undefined)
    -1	0.8	94	0.63	16	1.1	6	-7	12	1
- CCCCN(C(=O)CNC(=O)c1cccs1)C(C(=O)NC1CCCCC1)c1cccnc1 (centres undefined)
    10	0.9	106	1.1	10	1	5	1	2	-10
- CC(=O)Nc1nnc(SCC(=O)NCCOc2ccccc2)s1
    -2	1	104	0.98	3	1	-1	-4	7	2
- COc1cccc(NC(=O)CN(C)C(=O)c2ccc3ccccc3c2)c1
    2	0.8	107	0.84	22	1.1	12	-7	-7	-2
- Cc1ccccc1NS(=O)(=O)c1ccc(NC(=O)CSCc2ccc(Br)cc2)cc1
    7	0.8	96	1.4	22	1	-23	-3	4	-7
- NCC12CC3CC(C1)CC(CN)(C3)C2
    8	1	100	0.92	-2	1	12	2	10	-8

# 4 of these compounds, reformatted.
Cn1c(CCCOc2ccc(Cl)cc2Cl)nnc1SCC(=O)Nc1nccs1
  APP transl inh = 7	Diaph act CS = 0.8	STAT1 activator = 99	NF-kB expr up = 1	Diaph inh CS = 16	FLuc stim CS = 0.9	G6PDH counter = 1	FLuc inhib CS = 6	TLR4 MyD88 comp = -3	APP 5'UTR act = -7
COCC(=O)Nc1ccc(-c2cn3cccnc3n2)cc1
  APP transl inh = -9	Diaph act CS = 1	STAT1 activator = 107	NF-kB expr up = 1.7	Diaph inh CS = 1	FLuc stim CS = 0.9	G6PDH counter = 0	FLuc inhib CS = 8	TLR4 MyD88 comp = 4	APP 5'UTR act = 9
OCCOCCn1c2ccccc2c2ccccc21
  APP transl inh = -4	Diaph act CS = 0.8	STAT1 activator = 96	NF-kB expr up = 0.87	Diaph inh CS = 20	FLuc stim CS = 1	G6PDH counter = 14	FLuc inhib CS = -3	TLR4 MyD88 comp = 2	APP 5'UTR act = 4
O=C(CSc1nnc(CSc2nc3ccccc3s2)o1)NC1CCCCC1
  APP transl inh = -8	Diaph act CS = 0.9	STAT1 activator = 93	NF-kB expr up = 1	Diaph inh CS = 14	FLuc stim CS = 1	G6PDH counter = 5	FLuc inhib CS = 1	TLR4 MyD88 comp = 4	APP 5'UTR act = 8

# Remaining list, next part
# Each structure is followed by: APP transl inh	Diaph act CS	STAT1 activator	NF-kB expr up	Diaph inh CS	FLuc stim CS	G6PDH counter	FLuc inhib CS	TLR4 MyD88 comp	APP 5'UTR act
- O=C1CC(c2c(F)cccc2Cl)C(n2cncn2)C(O)=C1C1NCCc2ccccc21 (centres undefined)
    9	0.9	102	1.3	10	1	0	-5	10	-9
- COc1ccccc1-n1cnnc1SCC(=O)N1CC(=O)Nc2ccccc21
    8	1	99	1.1	2	1.1	2	-6	8	-8
- CCOC(=O)C(C)Oc1ccsc1C(=O)OC (centres undefined)
    -10	1	98	1.3	3	1	3	-5	7	10
- CC(=O)Nc1ccc2c(c1)ncn2-c1ccc(C)cc1
    -225	1	146*	5.1*	3	0.5	10	53*	-1	225*
- CC(OC(=O)c1ccccc1OCc1ccc(Cl)cc1)C(N)=O (centres undefined)
    -40	0.8	105	0.9	20	1.1	-5	-9	-7	40
- Cc1cc(=O)[nH]c(SCC(=O)Nc2ccc(F)c([N+](=O)[O-])c2)n1
    16	0.9	99	1.2	11	1.1	9	-6	2	-16
- Cc1c(Cl)ccc2c(C(N)=O)cc(-c3ccccn3)nc12
    7	1.1	108	1.2	-6	1	2	-4	5	-7
- COc1ccc(F)c(CN2CCC(CO)(Cc3cccc(C(F)(F)F)c3)CC2)c1
    9	0.8	94	1.1	22	1.1	10	-6	2	-9
- O=C(N/N=C/C=C\c1ccccc1)c1cnccn1
    -30	0.8	99	1.5	17	1	-3	4	8	30
- Nc1nnc(SCC(=O)Nc2ccccc2N2CCOCC2)s1
    -4	0.9	102	1.1	11	1	4	-4	-2	4
- C=CCn1c(COc2ccccc2)nnc1SCc1ccc(C#N)cc1
    -12	0.9	99	1	11	1	2	-2	-6	12
- COC(=O)NNC(=O)COc1cc(C)c(Br)cc1C(C)C
    -9	0.9	92	0.96	13	1.1	2	-6	-3	9
- COc1ccccc1OCc1ccc(C(=O)NCC2CCCO2)o1 (centres undefined)
    /	1	96	1.1	-2	1	21	2	0	/
- COc1ccc(/C=C(\C#N)C(=O)NCc2cccs2)cc1OC
    9	0.8	97	1	16	1	-19	-4	-17	-9
- O=C(C1=C[C@@H](c2ccc3c(c2)OCO3)C[C@@H](OCCCCO)O1)N1CCN(Cc2ccc3c(c2)OCO3)CC1
    10	0.8	96	0.9	18	1	8	-3	-10	-10
- Cc1ccccc1OCC(=O)N/N=C/C=C/c1ccccc1
    -35	1	95	1.1	3	0.9	2	6	-9	35
- C/C(=N\Nc1cccc([N+](=O)[O-])c1)c1ccccc1O
    -42	0.9	135*	1.8	6	1	-1	0	2	42
- Cc1c(NC(=O)NC(C)N2C(=O)C3C4C=CC(C4)C3C2=O)c(=O)n(-c2ccccc2)n1C (centres undefined)
    -2	0.9	98	1.1	13	1.1	1	-6	8	2
- c1ccc(CSc2nnc(-c3sccc3-n3cccc3)o2)cc1
    -26	0.9	95	1.5	10	1.1	2	-12	9	26
- CCOC(=O)C1(Cc2cccc(F)c2)CCN(C(=O)c2cscn2)CC1
    -23	1	105	1.1	3	1.1	5	-6	9	23
- O=S(=O)(c1cccs1)N1CN(Cc2ccccc2)c2nc3ccccc3nc21
    -16	0.7	93	1.4	31	1.1	-2	-5	12	16
- Cc1cc(C)n(-c2nc(SCC(=O)NCC3CCCO3)c3c4c(sc3n2)CCCC4)n1 (centres undefined)
    /	0.8	/	/	16	1.1	23	-7	/	/
- Cc1ccccc1NC(=O)Cc1nc(CCl)cs1
    14	1	97	1.1	4	1.1	-1	-7	14	-14
- Cc1ccccc1N(CC(=O)NCC1CCCO1)C(=O)C1(C)CC(=O)N=C2C=CC=CN21 (centres undefined)
    0	0.9	107	1.2	12	1.1	-12	-6	1	0
- COc1ccc(C(C)=O)cc1CSc1nnc(Nc2ccccc2)s1
    -2	0.8	83	1	24	1	-2	-3	1	2
- CCC(C)NC(=O)c1ccc(COc2ccccc2Cl)cc1 (centres undefined)
    /	0.9	109	1.6	11	1	5	0	3	/
- O=[N+]([O-])c1ccc(N2N=C(c3ccco3)CC2c2ccccc2)cc1 (centres undefined)
    1	0.8	96	1.7	20	1	8	-5	20	-1
- CC(C)(C)CN1CCNC(=O)C1CC(=O)NCCN1CCCc2ccccc21 (centres undefined)
    -3	0.8	95	/	20	1	13	-2	-16	3
- C#CCOc1ccc(Br)cc1/C=N/O
    1	0.9	102	0.93	13	1	-1	-1	-6	-1
- O=C1NC2(CCCCCC2)N=C1c1ccc(F)cc1
    -3	1	98	1.2	4	1	1	1	10	3
- O=C(O)c1c(-c2ccc(Cl)cc2)cn2ccccc12
    -16	0.9	135*	2.1	11	1	8	-2	-8	16
- COc1ccc(Oc2cnn(-c3ccccc3)c(=O)c2Br)cc1
    -11	0.9	110	1.3	7	1.1	11	-6	3	11
- Cc1cc(C(=O)NC2CCCc3ccccc32)c(C)o1 (centres undefined)
    -1	0.9	100	1.3	7	1.1	4	-13	9	1
- O=C(COC(=O)c1ccc2ccccc2n1)Nc1ncc(C(F)(F)F)cc1Cl
    -22	0.9	91	0.96	14	1	14	-4	7	22
- CCC(C)(C)n1nnnc1C(c1ccc(OC)c(OC)c1)N1CCN(c2ccc(OC)cc2)CC1 (centres undefined)
    -8	0.7	99	0.82	27	1.1	9	-6	0	8
- CN(C)S(=O)(=O)N(CC(=O)Nc1ccc(F)c(F)c1)c1ccccc1
    59*	0.8	98	1	15	1.1	0	-7	0	-59
- Cc1cc(C)n(C(=O)c2ccc(Cn3nc(C)c(Br)c3C)o2)n1
    3	1	100	0.99	4	1	6	-3	4	-3
- CCCC(NC(=O)CCl)c1ccccc1 (centres undefined)
    -6	0.9	100	0.96	6	1.1	-2	-5	-5	6
- CC(C)C(C)NC(=O)COc1ccc(S(=O)(=O)N2CCOCC2)cc1[N+](=O)[O-] (centres undefined)
    7	0.9	103	0.91	11	1.1	14	-7	-12	-7
- CCOC(=O)c1c(C)nc2c(c1-c1ccccc1)C(=O)CC(C)(C)C2
    -2	0.9	94	1	7	1.1	-4	-8	10	2
- CCOC(=O)CSc1nnc(CNC(=O)c2ccc(S(=O)(=O)N3CCOCC3)cc2)n1C
    -2	1	104	1.1	2	1.1	3	-10	-6	2
- Cc1[nH]c2ccccc2c1C(c1ccccn1)c1c(C)[nH]c2ccccc12
    /	0.8	99	1.1	16	1.1	3	-5	11	/
- O=c1c2nnn(Cc3ccc(Cl)cc3)c2ncn1Cc1ccc(F)cc1
    -11	0.9	94	1	5	1	-3	-3	-9	11
- O=C(Nc1ccc(/C=C/c2nc3ccccc3o2)cc1)c1cccc(C(F)(F)F)c1
    -15	1	125	1.1	5	1.1	7	-8	3	15
- Nc1nonc1OCCOCCOCCOc1nonc1N
    -1	1	110	1.1	-3	1.1	16	-5	-2	1
- COc1ccc(CN2CC(C(=O)NCCCN3CCOCC3)CC2=O)cc1 (centres undefined)
    0	0.9	97	1.2	6	1.1	4	-8	-1	0
- Cc1ccc(NC(=S)N2CCN(C(=O)c3ccccc3)CC2)c(C)c1
    4	0.9	105	1	7	1.1	2	-7	-3	-4
- CCc1cc2c(=O)c(Oc3ccccc3F)c(C)oc2c(CN(C)C)c1O
    0	0.9	96	1	6	1.1	16	-9	0	0
- CC(C)(C)c1ccc(Oc2ccc(NC(=O)C3CC=CCC3C(=O)O)cc2)cc1 (centres undefined)
    18	0.8	73	1.1	18	0.9	14	5	7	-18
- COc1ccc(C(CCNCc2ccccc2F)c2ccc(F)cc2)cc1 (centres undefined)
    50*	1	98	0.84	5	1	18	-3	-11	-50
- O=C(O)Cc1ccc2ocnc2c1
    -3	1	100	1.1	4	1.1	5	-6	-9	3
- COc1ccc(N2CCN(C(=O)c3ccccc3)CC2)c([N+](=O)[O-])c1
    -2	0.9	99	0.96	9	1	5	-2	-13	3

# Screens from PubChem.
